# Compound activity: PubChem BioAssay, National Center for Advancing Translational Sciences (NCATS)
# JMJD2A Tudor: JMJD2A Tudor domain (human) inhibition; AlphaScreen JMJD2A-Tudor / H3K4me3 peptide binding; Potency, µM (series often up to 114 µM), without a hit: at the highest dose activity change, negative = inhibition, hits mostly inhibitors; 4.4% of 390,000 active; also: potency is read from the fitted curve at half-maximal effect; % is scaled to controls: 0 for no effect and ±100 for the full control effect; nearly all actives have a fitted effect of over 50% in size
# ALOX12 inh: blocks human arachidonate 12S-lipoxygenase; P18054; 1.1% of 580,000 active; purified 12hLO, xylenol orange hydroperoxide absorbance; Potency, µM (highest dose often 108 µM), inactives show at the top dose activity change, negative = inhibition, most hits filed as inhibitors; also: potency is read from the fitted curve at half-maximal effect; % is scaled to controls: 0 for no effect and ±100 for the full control effect
#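 Hydroperoxide product was detected by ferrous iron/xylenol orange as the 573 to 405 nm absorbance ratio. Arachidonic acid at 40 uM (final) was turned over for 30 min at room temperature by 150 nM human 12hLO, pH 7.0 Hepes buffer, after 15 min compound preincubation.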
# HP1b chromo inh: inhibitors of HP1-beta chromodomain binding to methylated histone tails; AlphaScreen HP1-beta / biotin-H3K9me3 peptide binding; Potency, µM (highest dose often 114 µM), without a hit: top-dose activity change, negative = inhibition, hits mostly inhibitors; 0.56% of 390,000 active; also: potency is read from the fitted curve at half-maximal effect; nearly all actives have a fitted effect of over 70% in size; inactives centre near 23
# Target sequence (P83916 whole entry, looked up): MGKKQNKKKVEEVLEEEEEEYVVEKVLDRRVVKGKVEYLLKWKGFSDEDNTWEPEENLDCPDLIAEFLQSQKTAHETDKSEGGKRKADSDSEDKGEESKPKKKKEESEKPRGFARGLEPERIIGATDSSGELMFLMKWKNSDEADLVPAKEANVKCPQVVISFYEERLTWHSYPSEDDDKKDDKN
#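 Compound inhibition of the preformed complex between 50 nM HP1-beta and 50 nM biotinylated H3K9me3 peptide was read by AlphaScreen. Buffer was PBS pH 7.4 with 0.01% Tween-20. Incubations ran 30 min at room temperature, with 10 ug/mL donor/acceptor beads.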
# BAZ2B block: BAZ2B (human) inhibition | Q9UIF8 | AlphaScreen BAZ2B-H3K14Ac peptide displacement | Potency, µM (series often up to 114 µM), for inactives: at the highest dose activity change, negative = inhibition, usual class: inhibitors | 4.4% of 360,000 active; also: potency is read from the fitted curve at half-maximal effect; % is scaled to controls: 0 for no effect and ±100 for the full control effect; nearly all actives have a fitted effect of over 60% in size
#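 Multi-concentration screen (max 110 uM) measuring displacement of acetylated histone H3 peptide from BAZ2B by AlphaScreen, using 50 nM protein, 50 nM peptide and 10 ug/mL streptavidin donor plus Ni-chelate acceptor beads.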
# GLS inh: inhibitors of human glutaminase (GLS); O94925; AID 624170; 0.21% of 410,000 active; GLS enzymatic activity, qHTS titration; Potency, µM (series often up to 45.5 µM), for inactives: at the highest dose activity change, negative = inhibition, actives largely listed as inhibitors; also: potency is read from the fitted curve at half-maximal effect; % is scaled to controls: 0 for no effect and ±100 for the full control effect
#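 hKGA; 45 mM KH2PO4 pH 8.2 + 0.02% Tween-20; cpd via pin tool; 1 mM Gln soln; GluOx/HRP/Amplex Red; RT 30 min; fluor. t0 & final.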
# RGS4 inh: human RGS4 inhibition. Transcreener GDP fluorescence polarization, RGS4-accelerated GTP hydrolysis. Potency, µM (doses to about 114 µM), for the others: at the highest dose activity change, negative = inhibition, most hits filed as inhibitors. AID 504845. 0.039% of 390,000 active; also: potency is read from the fitted curve at half-maximal effect; % is scaled to controls: 0 for no effect and ±100 for the full control effect; nearly all actives have a fitted effect of over 75% in size; some results filed as inactive show a strong effect at the top dose
# Target sequence (P49798 whole entry, looked up): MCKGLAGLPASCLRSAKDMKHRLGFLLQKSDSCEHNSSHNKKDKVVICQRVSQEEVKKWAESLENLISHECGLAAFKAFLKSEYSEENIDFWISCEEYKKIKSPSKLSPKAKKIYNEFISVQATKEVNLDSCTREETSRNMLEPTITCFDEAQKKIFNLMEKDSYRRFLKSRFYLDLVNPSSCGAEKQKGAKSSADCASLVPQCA
#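 MLSMR compounds (23 nl, pin-transferred) preincubated 10 min at room temperature with a 500nM (2x) first reagent, then RGS4 at 900nM (2x) plus Transcreener GDP mix added; fluorescence polarization (620/688 nm) read before and after 90 min at 30 °C.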
# G9a inh: inhibitors of human histone lysine methyltransferase G9a | G9a H3K9 monomethylation, AlphaScreen, 2 h | Potency, µM (series often up to 102 µM), inactives show top-dose activity, negative = inhibition, most hits filed as inhibitors | 8.8% of 350,000 active; also: potency is read from the fitted curve at half-maximal effect; % is scaled to controls: 0 for no effect and ±100 for the full control effect; nearly all actives have a fitted effect of over 75% in size
#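 Quantitative HTS format: methyltransferase activity on a biotin-tagged H3K9 peptide is measured by AlphaScreen, using a rabbit anti-monomethyl-H3K9 antibody with streptavidin donor and anti-IgG acceptor beads. Final levels are 20 nM enzyme, 500 nM peptide, 20 uM SAM; 2 h RT.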
# PI4K2A inh: blocks human PI4K2A kinase activity; Q9BTU6; 0.13% of 420,000 active; activity change, negative = inhibition, % at 76.9 µM; purified PI4K2A, ADP-Glo luminescence, 1 h; active compounds read low; AID 1346378; in the data active = activity change below about -50%; inconclusive = mostly about -30% to -49%;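 also: -100% = wells without enzyme as full effect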
# Target sequence (Q9BTU6 whole entry, looked up): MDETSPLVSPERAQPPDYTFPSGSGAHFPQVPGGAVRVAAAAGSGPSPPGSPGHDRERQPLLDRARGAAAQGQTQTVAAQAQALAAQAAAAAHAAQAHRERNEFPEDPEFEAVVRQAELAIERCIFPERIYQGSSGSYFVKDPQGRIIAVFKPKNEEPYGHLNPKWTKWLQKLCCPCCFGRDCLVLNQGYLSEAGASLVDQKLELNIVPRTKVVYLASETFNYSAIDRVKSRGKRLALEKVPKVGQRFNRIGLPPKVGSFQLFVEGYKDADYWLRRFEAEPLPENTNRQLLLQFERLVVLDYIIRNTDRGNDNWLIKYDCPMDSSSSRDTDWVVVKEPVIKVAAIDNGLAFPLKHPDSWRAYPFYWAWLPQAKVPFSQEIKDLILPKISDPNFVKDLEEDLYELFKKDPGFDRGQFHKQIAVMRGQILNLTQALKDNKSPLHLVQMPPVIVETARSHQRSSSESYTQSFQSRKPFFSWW
#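 In this quantitative HTS, ADP production by PI4K2A was quantified luminescently after 1 h at ambient temperature; 100 microM adenosine served as plate-quality control.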
# ERG Ets-DNA blk: blocks human ERG Ets domain binding to DNA; P11308; 0.028% of 370,000 active; Potency, µM (top dose mostly 76.9 µM), for inactives: top-dose FP activity, negative = inhibition, most hits filed as inhibitors; fluorescence polarization, His-ERG Ets domain / labelled DNA; active = well fitted inhibition curve with a large enough effect in the polarisation, with a control signal flat; inconclusive = small, poorly fitted or top-dose-only effect, or effect the other way, or a change in a side signal; inactive = no such curve, though single readings can be large or run the other way; the % refers to the polarisation;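 also: polarization taken with two DNA probes labelled with fluorescein and Texas red; potency is read from the fitted curve at half-maximal effect; % of control where 0% means no effect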
#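 His-tagged ERG Ets domain (1 uM in the protein solution; 300mM KCl, 50mM Tris-HCl, 1mM EDTA, 1mM DTT, pH 7.5) received compound, then a probe mix of 5 nM fluorescein-DNA and 100nM Texas-615-DNA. Fluorescence polarization was read for both dyes.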
# * = called active by the depositor; i = inactive; ? = inconclusive; / = no result given; & = joins results of further samples; ! = repeats disagree; [ ] = remark or other dose. Unless noted, calls follow the shape of the dose curve; as a rule, active = well fitted curve in the direction sought with a large enough effect; inconclusive = small, poorly fitted or top-dose-only effect, or another doubt; inactive = no such curve, though single readings can be large; an effect the other way counts as inactive or inconclusive. Some of the compounds tested, so the mix of outcomes need not match the whole.
SMILES,JMJD2A Tudor,ALOX12 inh,HP1b chromo inh,BAZ2B block,GLS inh,RGS4 inh,G9a inh,PI4K2A inh,ERG Ets-DNA blk
COc1cc(/C=N/O)cc(Br)c1OS(=O)(=O)c1ccc(C)cc1,-17%,-17%,31%,-9%,-1%,-10%,-32%[59 µM],0,10%
CCc1ccc(NC(=O)NNC(=O)c2cc3ccccc3cc2O)cc1,-18%,462%[activator],36%,-5%,2%,-27%,86%[activator],0,9%
COc1ccc(C(=O)NCC(c2ccc3c(c2)OCO3)N2CCN(c3ccccc3F)CC2)cc1 (configuration not stated),-34%,-19%,20%[57 µM],-25%,-2%,-17%,-27%[59 µM],2,4%
C=C(C)Cn1c(=S)[nH]c2ccccc2c1=O,-5%,0%,56%[activator],-1%,-21%,-6%,-34%[59 µM],-5,-2%
COC(=O)c1[nH]c2ccccc2c1NC(=O)CCN1CCSCC1,-2%,30%[activator],22%,4%,5%,31%,?,-1,5%
CC1CC(C)(C)NC(=S)N1CCC(=O)Nc1ccc2c(c1)OCCO2 (configuration not stated),?,?,27%,-36%,?,-13%,-1%,-2,-5%
CC(C)CN(C(=O)COC(=O)c1cncc(Br)c1)c1c(N)n(Cc2ccccc2)c(=O)[nH]c1=O,-12%,0%,27%,-1%,8%,-31%,/,-7,27%
CCN(CC)c1ccc(/C=N/NC(=O)C(O)c2ccccc2)cc1 (configuration not stated),-23%,37%[activator],21%,-36%,-5%,-34%,?,-1,-3%
O=C(Nc1cnc2ccccc2c1)c1ccco1,-15%,29%,28%,6%,8%,2%,-11%,-8,9%
COc1ccc(N2CC(C(=O)N[C@H](C(=O)NC(C)c3ccccc3)C(C)C)CC2=O)cc1 (some centres not stated),-10%,7%,8%,-1%,0%,0%,20%,-3,2%
CCOC(=O)C1CCCN(c2cc(=O)n(-c3ccccc3Cl)c(=O)[nH]2)C1 (configuration not stated),-19%,27%,8%,16%,6%,-20%,?,-3,0%
Cc1ccccc1C1CC(c2ccc(Br)cc2)Nc2nc(N)nn21 (configuration not stated),?,-13%,33%,-28%,18%,-19%,13%[59 µM],-1,-13%
Cc1ccc(Oc2ncccc2/C=N/O)cc1,0%,-16%,41%[activator],10%,15%,-50%,18%[59 µM],5,-1%
O=C(NC1CC(=O)N(c2cccc(F)c2)C1)c1ccc(S(=O)(=O)N2CCCC2)cc1 (configuration not stated),-11%,-28%,19%,-3%,-9%,-13%,9%[59 µM],1,-9%
CCOc1ccc(C(=O)NCC2CCCN2S(=O)(=O)c2cccs2)cc1 (configuration not stated),-21%,-6%,12%,4%,9%,-15%,?,8,14%
Cc1c(CC(=O)O)c(=O)oc2cc3occ(-c4ccccc4)c3cc12,-15%,-5%,28%,-5%,29%,-10%,1%,5,-5%
O=C(NC(=S)Nc1ccc(CN2CCOCC2)cc1)c1cccc([N+](=O)[O-])c1,-28%,-22%,-5%,?,-15%,?,?,-2,-11%
CC1(C)CC(=O)C(C=NCCN2CCN(C3CC(=O)N(c4ccc(Cl)c(Cl)c4)C3=O)CC2)=C(O)C1 (configuration not stated),-13%,46%[activator],26%,-18%,-8%,6%,?,0,8%
COc1cc(C(CC(=O)Nc2ccc(F)cc2F)N2Cc3ccccc3C2=O)cc(OC)c1OC (configuration not stated),-8%,-12%,20%,-12%,1%,-6%,-7%[59 µM],-1,-11%
CCn1c(SCC(=O)Nc2ccc(S(N)(=O)=O)cc2)nnc1-c1ccccc1OC,-16%,0%,9%,4%,2%,9%,12%[0.501 µM],4,5%
Clc1ccc(OCCCc2nc(-c3ccncc3)no2)c(Cl)c1,32%,9%[57.4 µM],160%,40%[activator],-10%,-50%,/,2,6%
COc1ccc(OC)c2c1sc(=NC(=O)c1cccc(N3C(=O)CCC3=O)c1)n2C,-3%,-12%,43%[activator],-5%,-5%,2%,1%[59 µM],2,4%
Cc1cccc(N2CCN(S(=O)(=O)c3c(C(=O)N4CCCCC4)c(C)n(C)c3C)CC2)c1C,?,-3%,-31%,?,-5%,-14%[56.9 µM],?,1,16%
COc1ccc(-c2nc(CNC(=O)Nc3ccccc3)c(C)o2)c(OC)c1,-7%,-18%,10%,-27%,5%,12%,?,1,2%
Cc1ccc(NC(=O)C(Cc2ccccc2)NS(=O)(=O)c2cccs2)cc1Cl (configuration not stated),-4%,-19%,31%[activator],1%,-2%,-4%,6%[59 µM],-5,2%

# Copied from the list.
# Under BAZ2B block, COc1cc(/C=N/O)cc(Br)c1OS(=O)(=O)c1ccc(C)cc1 reads -9%
# Under GLS inh, COC(=O)c1[nH]c2ccccc2c1NC(=O)CCN1CCSCC1 reads 5%

# Of the compounds above, two contain a furan ring, fused or not:
SMILES,JMJD2A Tudor,ALOX12 inh,HP1b chromo inh,BAZ2B block,GLS inh,RGS4 inh,G9a inh,PI4K2A inh,ERG Ets-DNA blk
O=C(Nc1cnc2ccccc2c1)c1ccco1,-15%,29%,28%,6%,8%,2%,-11%,-8,9%
Cc1c(CC(=O)O)c(=O)oc2cc3occ(-c4ccccc4)c3cc12,-15%,-5%,28%,-5%,29%,-10%,1%,5,-5%

# Next section:
SMILES,JMJD2A Tudor,ALOX12 inh,HP1b chromo inh,BAZ2B block,GLS inh,RGS4 inh,G9a inh,PI4K2A inh,ERG Ets-DNA blk
NC(=O)COC(=O)CCCSc1nc2ccccc2s1,3%,-2%,31%,-14%,0%,-10%,-10%,0,-5%
CSCC[C@H](NC(=O)OC(C)(C)C)C(=O)N/N=C/c1cccc2nccnc12,-16%,177%[activator],15%,-35%,1%,-3%,-29%,-5,-3%
Cc1ccccc1COC(=O)CCC1=NS(=O)(=O)c2ccccc2N1,-19%,-9%,37%[activator],-4%,0%,25%[11.4 µM],/,8,4%
CCc1cc(C(=O)O)c(NC(=O)/C=C/c2ccc(OC)cc2)s1,-32%,5%,25%,-24%,12%,-17%,-44%,3,5%
COC(=O)CN(c1nc(C)c(Br)c(OC)n1)S(=O)(=O)c1ccccc1,-2%,-7%,44%[activator],-3%,-10%,-13%,14%,4,-12%
O=C(NNC(=O)C12CC3CC(CC(C3)C1)C2)c1ccccn1,-6%,i,19%,6%,5%,10%,/,-2,-2%
O=C(CN(c1ccccn1)S(=O)(=O)c1ccc(F)cc1)Nc1ccccc1,-8%,-1%,32%,0%,6%,-23%,0%,2,20%
c1ccn2c(SCc3ccc4c(c3)OCO4)nnc2c1,-8%,13%,35%,3%,0%,13%,-14%,1,-12%
CC(NC(=O)c1ccco1)C(c1cccs1)N1CCN(c2ccccc2)CC1 (configuration not stated),?,1%,12%,?,21%,4%,?,7,-8%
CCc1ccc(/C=C2\Oc3cc(OC(=O)N4CCOCC4)ccc3C2=O)cc1,?,-3%,-15%,-36%,2%,-10%,?,4,-4%
CCN(CC)CCCNC(=O)COc1ccc2oc3c(c2c1)CCCC3,-8%,-30%,37%,-13%,0%,-13%,5%[2.33 µM],-1,5%
Cc1ccc(-c2nc(CS(=O)CC(=O)N3CCN(c4ccc(F)cc4)CC3)c(C)o2)cc1 (configuration not stated),?,-5%&-1%,47%&-7%[activator],28µM*!,16%&15%,-27%&-20%,14µM*!,-2&-2,4%&-14%
O=CN/C=C/c1cccc(O)c1,-9%,6%,44%[activator],/,22%,-3%,/,0,-5%
CSc1nc(N)c(C(=O)NC2CCCCC2)s1,-9%,14%,12%,-17%,1%,4%,-2%,2,-15%
O=C(N=Nc1c(O)[nH]c2ccc(Br)cc12)c1cc(-c2cccs2)nc2ccccc12,-16%,-3%,15%,-8%,7%,-1%,/,-8,5%
Cc1cc(Cl)c(S(=O)(=O)Nc2ccc3c(c2)OCO3)cc1OCC(=O)NC1CCCCC1,7%,-22%,24%,-5%,/,19%,11%[59 µM],-3,1%
Clc1cccc(Oc2cnc3ccccc3n2)c1,119%[activator],0%,133%[activator],105%[activator],7%,12%,124%[activator],0,-13%
O=C(NCC(c1ccco1)N1CCOCC1)c1ccccc1 (configuration not stated),-3%,-16%,11%,-3%,2%,-21%,0%,-2,52%[activator]
COc1ccc(OC)c(CCNC(=O)CN2C(=O)COc3ccc(S(=O)(=O)N4CCCCCC4)cc32)c1,?,0%,18%,-32%,-15%,-15%,?,1,1%
CC(C)c1ccc(NC2=NCC(=O)N2Cc2cccs2)cc1,-5%,-24%,44%[activator],?,11%,14%,?,-4,2%
CCc1nnc(N/N=C/c2ccccc2F)n1N,-1%,0%,36%,?,?,?,?,?,-10%
Cn1c(=O)cc(SCC(=O)Nc2cccnc2)c2ccccc21,-17%,-27%,66%[activator],-1%,-10%,-12%,-1%,6,-23%
O=C(CCN1C(=O)C2C3CCC(C3)C2C1=O)Nc1ccc(F)cc1 (configuration not stated),-5%,0%,3%,-4%,15%,-15%,13%,-5,-2%
CCOC(=O)C1=CN(Cc2ccco2)S(=O)(=O)N(C)C1c1ccc(C(F)(F)F)cc1 (configuration not stated),-15%,?,23%,/,-1%,-46%,/,-1,1%

# G9a inh, entries above that show a hit
SMILES,JMJD2A Tudor,ALOX12 inh,HP1b chromo inh,BAZ2B block,GLS inh,RGS4 inh,G9a inh,PI4K2A inh,ERG Ets-DNA blk
Cc1ccc(-c2nc(CS(=O)CC(=O)N3CCN(c4ccc(F)cc4)CC3)c(C)o2)cc1 (configuration not stated),?,-5%&-1%,47%&-7%[activator],28µM*!,16%&15%,-27%&-20%,14µM*!,-2&-2,4%&-14%
